Compound activity from PubChem BioAssay.
IDE cell inh – inhibitors of human insulin-degrading enzyme in cells. actives 0.41% (n = 320,000). HEK cells, FAbetaB cleavage, fluorescence polarization. inhibition, % at 5.59 µM. P14735;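 active means percent inhibition above the average of all tested compounds plus 3 SD, set per screening campaign, cut at about 16% in these data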;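 further: IDE supplied by intact live HEK cells; FP after avidin binding of uncleaved biotin substrate so inhibition keeps polarization high; 0% = DMSO wells and 100% = 60 µM reference IDE inhibitor Ii1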
p-CIP stab down – compounds decreasing mouse p/CIP protein stability; decrease of EGFP signal, % at 10 µM; actives 0.01% (n = 290,000); F442A p/CIP-EGFP cells, EGFP fluorescence, 16 h;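 active means EGFP signal decrease of at least 30% at 10 µM or well 3 SD below plate mean, unless failing retest; inactive means the rest, including hits failing retest or dose response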; further: some compounds called inactive have numbers as strong as hits; many of its hits are not listed in these tables
PHOSPHO1 inh – blocks human PHOSPHO1 phosphatase activity; Q8TCT1; recombinant PHOSPHO1, absorbance phosphatase assay; inhibition, % at 13.3 µM; actives 1.1% (n = 290,000); in the data active means inhibition above about 60%
CRFR2-BP antag – CRF-BP/CRF-R2 complex antagonism; actives 0.59% (n = 350,000); AID 588475; HEK293 CRF-R2/CRF-BP, CRF-induced calcium fluorescence; inhibition, % at 11.8 µM;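 active means inhibition of the ligand-induced calcium signal above about 50% at the single tested concentration, limit read from the data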
GalR3 antagonist – blocks the human galanin receptor 3 | HEK293 GalR3-CNG cAMP membrane potential fluorescence; galR3 body fused to GalR1 C-terminus | inhibition, % at 3 µM | O60755 | actives 0.44% (n = 360,000) | AID 651719;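 active means inhibition above the screen-wide average plus 3 SD, cut at about 13% in these data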;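 further: forskolin and galanin both at EC90 stimulate the cells; cAMP rise reported by CNG channel membrane potential dye signal; 0% = forskolin plus galanin with DMSO and 100% = forskolin alone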
Target sequence (O60755 1-299 limits assumed): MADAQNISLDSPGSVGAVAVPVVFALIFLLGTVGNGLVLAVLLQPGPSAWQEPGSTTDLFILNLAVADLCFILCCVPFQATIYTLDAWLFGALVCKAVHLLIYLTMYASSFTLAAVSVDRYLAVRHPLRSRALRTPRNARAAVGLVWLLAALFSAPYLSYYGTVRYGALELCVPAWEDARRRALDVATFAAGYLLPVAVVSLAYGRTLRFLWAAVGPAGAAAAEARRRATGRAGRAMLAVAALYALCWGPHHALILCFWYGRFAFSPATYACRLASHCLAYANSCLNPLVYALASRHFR
MEKK3 PB1 HTS – raises or lowers MEK5 binding to the human MEKK3 PB1 domain | actives 1.4% (n = 290,000) | Q99759 | binding response (% of control), % at 10 µM | bead-based flow cytometry, Alexa488-MEK5 binding to MEKK3; actives lie on both sides; 0 = blocked by unlabeled MEK5, 100 = vehicle;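 active means binding response more than 3 SD above or below the average of its plate-row segment, actives on both sides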;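 further: Alexa488 bead fluorescence after subtracting the streptavidin-only scavenger bead signal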
Target sequence (Q99759 whole entry, looked up, the tested form may be a part): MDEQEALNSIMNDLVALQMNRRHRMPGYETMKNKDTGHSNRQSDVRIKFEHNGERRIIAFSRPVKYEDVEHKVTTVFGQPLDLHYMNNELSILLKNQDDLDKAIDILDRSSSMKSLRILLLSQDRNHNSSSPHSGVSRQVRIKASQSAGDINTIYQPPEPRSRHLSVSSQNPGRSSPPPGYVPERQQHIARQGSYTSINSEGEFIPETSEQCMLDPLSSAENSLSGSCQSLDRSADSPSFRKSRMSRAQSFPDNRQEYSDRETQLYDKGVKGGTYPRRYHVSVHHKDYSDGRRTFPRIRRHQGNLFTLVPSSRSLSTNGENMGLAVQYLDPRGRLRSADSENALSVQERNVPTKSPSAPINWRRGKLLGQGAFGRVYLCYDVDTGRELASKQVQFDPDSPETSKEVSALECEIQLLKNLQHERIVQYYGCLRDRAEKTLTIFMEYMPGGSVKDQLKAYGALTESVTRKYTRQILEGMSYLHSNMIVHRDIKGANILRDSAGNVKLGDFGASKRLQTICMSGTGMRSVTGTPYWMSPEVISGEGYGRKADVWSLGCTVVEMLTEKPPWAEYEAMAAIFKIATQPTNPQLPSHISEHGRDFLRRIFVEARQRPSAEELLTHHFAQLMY
CHRM4 PAM – positive allosteric modulators of human muscarinic M4 receptor; activation, % at 3 µM; AID 624126; actives 0.4% (n = 360,000); CHO-K1 hM4/Gqi5, Fluo-8 calcium fluorescence, ACh EC20; 0% = ACh EC20, 100% = maximal ACh;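 active means activation above its plate's cutoff, the mean activation of sample wells plus 3 SD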; further: some results filed as inactive read as strong as hits
IDE cell activ – activators of human insulin-degrading enzyme in cells; P14735; activation, % at 5.96 µM; AID 493087; HEK cells, FAbeta-B cleavage, fluorescence polarization; 0% vehicle, 100% cell-free pure enzyme wells; actives 0.073% (n = 340,000);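 active means activation above the mean of all tested compounds plus 3 SD, set per screening campaign, cut at about 17% in these data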
CRFBP-R2 agonist – CRF-BP/CRF-R2 complex agonism; AID 588473; HEK293 CRF-R2/CRF-BP, calcium dye fluorescence (FLIPR); percent of saturating CRF peptide response; actives 0.46% (n = 350,000); activation, % at 13.2 µM;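 active means activation of at least 50%, plus an integration ratio under a set limit after plate pattern correction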;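 further: plate controls were neutral control wells without compound for no effect and CRF at EC100 for full effect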
* hit, by the source's call; nt = not tested or not shown. This is a random part of the collection; 4.2% or so of the library scored in one or more.

SMILES	IDE cell inh	p-CIP stab down	PHOSPHO1 inh	CRFR2-BP antag	GalR3 antagonist	MEKK3 PB1 HTS	CHRM4 PAM	IDE cell activ	CRFBP-R2 agonist
CCCCNC(=O)N1CCOCCOCCN(C(=O)NCCCC)CCOCC1	-1	-13	-56	-7	0	102	-2	3	0.2
O=C(c1ccccc1)c1ccc(C(=O)N2CCN(c3ccccc3Cl)CC2)cc1	1	nt	nt	3	-5	nt	8	2	-0.1
Nn1c(SCC(=O)Nc2cccc(C(F)(F)F)c2)nncc1=O	0	-17	19	-9	0	99	5	-3	0.1
CCOc1ccc(-c2nc(N)ncc2Oc2ccccc2Br)c(O)c1	-6	-9	-14	4	3	100	6	-3	0.8
O=C(NCc1ccc(F)cc1)C1CCN(c2cnccn2)CC1	8	4	28	-4	-5	101	4	6	-2.7
CCOc1ccc(C(=O)Oc2cc(C)[nH]c(=O)c2[N+](=O)[O-])cc1OCC	4	6	17	1	-3	96	0	3	-1.4
O=C(CC(C(=O)NCc1ccccc1)c1nc2ccccc2c(=O)[nH]1)NCc1ccccc1 (stereo unspecified)	-1	-3	36	-1	-5	104	6	2	-0.3
C#CCSc1nncn1C(=O)/C=C/c1ccccc1	-4	-13	28	-11	nt	98	nt	nt	0.5
CCCN1C(=O)c2cc(C(=O)O)ccc2C1O (stereo unspecified)	4	-6	-10	40	nt	103	7	3	0.2
COCCN1CCC(CO)C1 (stereo unspecified)	nt	nt	nt	62*	-6	nt	5	2	2.1
COc1ccc(OC)c(NC(=S)N2CCC(C(O)(c3ccccc3)c3ccccc3)CC2)c1	0	4	-21	-24	-2	96	-4	4	-0.5
NC(N)=NS(=O)(=O)c1ccc(NC(=S)NC(=O)c2ccc(Br)cc2)cc1	-8	-2	4	-8	-4	97	9	2	-0.6
Cc1sc2nc(CSCC(=O)Nc3ccc(C(=O)N(C)C)cc3)[nH]c(=O)c2c1C	1	nt	nt	-2	-2	nt	9	-4	9.2
Cc1cc(C)cc(-n2ncc3c2CCCC3NC(=O)C2(C(N)=O)CC2)c1 (stereo unspecified)	-3	2	28	2	-5	101	-5	5	-1.9
O=C(CCC(=O)Nc1ccccc1Cl)NNC(=O)c1ccco1	6	-15	-17	27	9	105	4	2	-2.0
CCOc1cc(-c2ccccc2)nc(N)n1	2	5	13	7	-1	94	6	-1	-0.2
O=C(Cn1nnc(-c2ccccc2F)n1)N1CCCCC1	-3	-4	-18	-7	-1	104	-1	0	4.8
CC(=O)n1cc([C@@H]2C=C(C(=O)N3CCOCC3)O[C@H](OCc3ccc(CO)cc3)C2)c2ccccc21	1	1	44	1	-1	92	1	-3	-0.5
CCOC(=O)N1CCN(C(=O)NC2CCCCC2)CC1	1	9	2	-23	2	103	6	2	-0.3
COCCCNC1=C(C#N)C(=O)NC(c2cccs2)S1 (stereo unspecified)	nt	nt	nt	36	-4	nt	2	nt	0.3
Cc1ncc(C[n+]2ccc(C)c(C)c2)c(N)n1	-1	nt	nt	6	-5	nt	-9	0	-0.9
COc1ccc2c(C)cc(SCc3c(C)noc3C)nc2c1	11	-9	-41	56*	-7	107	6	0	-0.5
C=CCn1c(=O)c2ccc(C(=O)NCc3ccccc3)cc2n(Cc2ccc(C)cc2)c1=O	-1	-2	1	-21	0	106	2	-6	8.2
O=C(c1ccccc1)C1N=NCC1c1ccc(Cl)cc1 (stereo unspecified)	nt	nt	nt	14	-5	nt	3	4	-1.8
COCCNC(=O)c1csc2c1CCCC2	-5	-2	18	-25	-1	103	7	2	-2.3

(more compounds)
SMILES	IDE cell inh	p-CIP stab down	PHOSPHO1 inh	CRFR2-BP antag	GalR3 antagonist	MEKK3 PB1 HTS	CHRM4 PAM	IDE cell activ	CRFBP-R2 agonist
CCN1CCN(S(=O)(=O)c2ccc(Cl)c(C(=O)N(C)Cc3ccccc3)c2)CC1	-6	nt	nt	-3	-1	nt	0	0	-0.2
CCSc1nnc(Nc2ccccc2)s1	2	-8	-12	-39	-5	103	3	-1	-0.8
CCOC(=O)Cc1csc(NS(=O)(=O)c2ccc3ccccc3c2)n1	0	-2	18	-4	3	82	6	2	-0.1
COC(=O)[C@@H]1CCCN1Cc1c(C(=O)N2CCOCC2)nc2c(C)cccn12	0	-22	28	0	0	101	-4	6	-0.3
CC1=CC(C)(C)N(C(=O)CSc2nnc(-c3ccc(C)cc3)o2)c2ccc(C)cc21	3	-6	8	11	-4	106	-12	3	2.5
COc1ccc(-n2c(SCC(=O)O)nc3sc4c(c3c2=O)CCCC4)cc1	1	-8	16	-14	-5	104	13	2	-1.5
CN(C)c1ccc(NC(=O)CCCc2ccccc2)cc1	-8	6	59	3	-1	102	1	0	0.3
CCOc1cccc(C2/C(=C(/O)c3ccc4c(c3)CC(C)O4)C(=O)C(=O)N2Cc2cccnc2)c1 (stereo unspecified)	2	6	18	2	-7	99	3	0	0.5
Oc1ccc(CN2CCN(Cc3ccccc3)CC2)c2cccnc12	1	nt	nt	-2	-5	75	7	12	-2.2
CC(=O)Nc1nc2ccc(S(=O)(=O)N3CCCCC3)cc2s1	-3	1	19	-7	-2	97	10	5	1.6
COc1ccc(C(=O)/C=C/c2ccc(OC(=O)c3cc(OC)c(OC)c(OC)c3)cc2)cc1	-2	18	-14	-1	1	115	-1	-2	-0.3
Cn1c(=O)[nH]c(=O)c2c1nc(SCC(=O)Nc1ccccc1)n2Cc1ccccc1	-2	-1	-9	0	-1	88	-8	5	-0.1
C[N+](C)(C)CCOC(=O)CCC(=O)OCC[N+](C)(C)C	3	nt	nt	-18	-2	nt	-6	3	0.5
Cc1ccccc1-n1nc2c(c1NC(=O)c1ccco1)CS(=O)(=O)C2	-3	-5	34	-15	0	95	4	6	0.6
Cc1sc2ncnc(OCC(=O)c3ccc(S(=O)(=O)N4CCCC4)cc3)c2c1C	11	-11	-12	-2	0	105	-16	-11	0.5
Cn1cccc1Cc1nnc(SCC(=O)Nc2cccc(Cl)c2)n1-c1ccc(F)cc1	-1	-4	-1	-5	0	80	8	3	-0.8
CCOC(=O)CSc1nnc(CNC(=O)c2ccc(S(=O)(=O)N(C)C)cc2)n1C	0	-19	38	-1	-4	105	9	1	1.9
NC(=Nc1nc(-c2ccccn2)cc2ccccc12)c1ccccn1	nt	nt	nt	0	-5	nt	-1	7	0.3
NC(=O)c1ccc(NC(=O)CNC(=O)c2sc3ccccc3c2Cl)cc1	0	nt	nt	-11	-5	nt	13	-4	1.1
O=C(Nc1cc(Cl)c(Cl)cc1Cl)c1cccnc1	-5	6	40	-8	-5	106	3	0	-0.1
Cc1ccc(-n2cc(C(=O)c3cc(Cl)ccc3O)cc(C#N)c2=O)cc1	5	2	-6	26	0	105	-3	-5	12
O=C(c1ccccc1[N+](=O)[O-])N1CC2C3C=CC(C3)C2C1 (stereo unspecified)	3	15	-8	1	-4	105	-18	0	-1.0
COc1c(Cl)cc(Cl)cc1/C=N/NC(=O)c1nnn(-c2nonc2N)c1CN1CCC(C)CC1	2	5	29	-21	5	95	1	6	-0.9
Cc1cc(C(=O)N2CCN(c3ccc([N+](=O)[O-])cc3)CC2)no1	-3	-8	-5	2	-4	104	8	5	0.7
COc1ccc(NC(=O)C(c2ccc(C)cc2)N(C)C(=O)c2ccc(=O)[nH]c2)cc1 (stereo unspecified)	2	-20	-2	17	13*	92	0	1	-0.7

In the list so far, these have a COOH group:
SMILES	IDE cell inh	p-CIP stab down	PHOSPHO1 inh	CRFR2-BP antag	GalR3 antagonist	MEKK3 PB1 HTS	CHRM4 PAM	IDE cell activ	CRFBP-R2 agonist
CCCN1C(=O)c2cc(C(=O)O)ccc2C1O (stereo unspecified)	4	-6	-10	40	nt	103	7	3	0.2
COc1ccc(-n2c(SCC(=O)O)nc3sc4c(c3c2=O)CCCC4)cc1	1	-8	16	-14	-5	104	13	2	-1.5

Carrying on:
SMILES	IDE cell inh	p-CIP stab down	PHOSPHO1 inh	CRFR2-BP antag	GalR3 antagonist	MEKK3 PB1 HTS	CHRM4 PAM	IDE cell activ	CRFBP-R2 agonist
Cc1cc(NC(=O)CSc2nc3cc(Cl)ccc3c(=O)n2Cc2ccco2)no1	6	-4	12	10	-6	111	5	-2	-1.1
CC(OC(=O)c1cc(=O)c2cc(Cl)ccc2o1)C(=O)N1CCCC1 (stereo unspecified)	nt	nt	nt	-2	-2	nt	7	4	-0.1
COc1cc(/C=C/C(=O)O)cc(S(=O)(=O)Nc2cccc(S(=O)(=O)N3CCOCC3)c2)c1OC	-5	5	30	11	-5	104	-6	1	0.4
COc1ccc(O)c(C2=Nc3ccccc3N=C(c3ccco3)C2)c1	-4	1	-45	18	-5	100	-4	2	-4.1
C[C@@H]1CN([C@@H](C)CO)C(=O)c2cc(-c3cccnc3)cnc2O[C@H]1CN(C)C(=O)c1cccc(F)c1	nt	nt	nt	-5	-5	nt	8	nt	0.0
COc1ccc(OCC(=O)Nc2ccc(OC)c(S(=O)(=O)N3CCCCC3)c2)cc1	4	nt	nt	15	-6	nt	1	-2	-5.0
Cc1ccc2nc(-c3ccc(NC(=O)C(C)N4C(=O)c5ccccc5C4=O)cc3)sc2c1 (stereo unspecified)	6	-5	-4	-112	-1	97	-6	3	16
CCOC(=O)C1=NN(C(C)=O)C2(CC(=O)N(c3cc(C)cc(C)c3)C2=O)C1 (stereo unspecified)	4	-5	7	9	-1	121	0	5	-3.6
O=C(CSc1ccc(-c2ccc(F)cc2)nn1)N1CCCCC1	0	-5	-39	8	nt	96	6	4	-3.2
O=C(/C=C/Nc1ccccc1C(F)(F)F)c1ccco1	-2	-7	-10	9	-3	100	-5	5	0.3
O=C(NC(=S)Nc1ccc(Cc2ccncc2)cc1)c1ccccc1Cl	-2	7	4	-66	0	103	-4	4	0.3
O=C(NCC1(N2CCCCC2)CCCCC1)c1ccc(S(=O)(=O)N2CCCC2)cc1	9	9	24	1	-3	83	-28	5	-1.8
O=C(NCCOc1ccccc1)c1cc(S(=O)(=O)N2CCOCC2)ccc1F	2	6	42	8	-8	100	7	5	-0.3
COC(=O)[C@]1(Cc2ccccc2)N[C@H](c2ccc(-c3ccccc3)cc2)[C@@H]2C(=O)N(C)C(=O)[C@@H]21	3	nt	nt	-7	-8	nt	5	8	0.1
CCc1nnc(N2C(=N)SCC2=O)s1	9	-12	25	2	0	107	-6	8	1.6
COc1ccc(NC2=C(Cl)C(=O)N(CCc3ccccc3)C2=O)c(OC)c1	-1	0	-15	33	-1	109	-9	4	1.0
CCc1ccc(NC(=O)C2C3CCC(O3)C2C(=O)O)cc1 (stereo unspecified)	6	-15	8	5	-7	105	-3	-1	0.1
O=C(CCN1C(=O)/C(=C/c2ccc3c(c2)OCO3)SC1=S)Nc1ccc(C(=O)O)cc1	-4	-13	16	-9	-7	102	2	4	2.0
Cc1cc(C)nc(N2N=C(C(C)(C)C)CC2=O)n1	4	4	17	2	-5	107	1	-1	-0.5
Cc1ccc(NC(=O)CN(C)C(=O)c2ccc(NS(=O)(=O)c3cccc([N+](=O)[O-])c3)cc2)cc1	2	nt	nt	2	-8	nt	0	4	-1.8
O=C(NCCCN1CCN(c2ccccc2F)CC1)C1CCCN(S(=O)(=O)c2cnc[nH]2)C1 (stereo unspecified)	5	-14	-9	-13	4	nt	11	1	0.4
CCOC(=O)CSc1n[nH]c(-c2cccnc2)n1	2	-6	28	-8	-3	nt	-1	4	2.8
O=C(NCc1ccccc1)c1cc(-c2ccncc2)nc2ccccc12	6	-17	46	10	-9	98	-11	4	-8.3
c1ccc2c(c1)ncn2-c1ccc(-c2ccnc3ncnn23)cc1	-2	-1	49	1	2	104	-2	9	-1.9
Cc1ccc(S(=O)(=O)N2CCSC2C(=O)O)cc1 (stereo unspecified)	2	-5	0	5	-1	99	-1	7	-1.2
